TexasRed fluor = Total Fluorescence Counterscreen for Inhibitors of the Interaction of Thyroid Hormone Receptor and Steroid Receptor Coregulator 2; Potency, µM (top dose mostly 106 µM), without a hit: at the top dose fluorescence change, negative = quenching; 280,000 tested, 0.29% active; TRb/SRC2 Texas Red total fluorescence interference; active means well fitted curve in either direction with a large enough effect; inconclusive means small, poorly fitted or top-dose-only effect
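Human TRb ligand-binding domain at 0.6 uM with 20 nM Texas Red SRC2 peptide in Tris buffer containing 1 uM T3 and 5% DMSO, incubated with compound 5 h at ambient temperature. Total fluorescence (555/632 nm) calculated as parallel + 2 × perpendicular.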
Tau fibril FP = qHTS for Inhibitors of Tau Fibril Formation, Fluorescence Polarization | K18 P301L tau heparin fibrillization, Alexa594 FP, 6 h | Potency, µM (doses to about 57.7 µM), for inactives: at the top dose activity, negative = inhibition, hits mostly inhibitors | 280,000 tested, 0.39% active | Microtubule-associated protein tau (Homo sapiens), P10636; further: nearly all actives have a fitted effect of over 55% in size
Target sequence (P10636 561-689 P618L limits assumed): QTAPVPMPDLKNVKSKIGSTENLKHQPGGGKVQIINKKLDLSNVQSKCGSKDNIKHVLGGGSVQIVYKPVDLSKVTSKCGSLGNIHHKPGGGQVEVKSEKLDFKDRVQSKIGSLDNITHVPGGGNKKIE
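K18 P301L tau (15 uM unlabeled/0.24 uM Alexa 594-labeled, final) + compound + heparin 20 uM final; 100 mM NaOAc pH 7; 6 hr 37 C; ThT 30 uM final added, 1 hr RT; FP ex 555/em 632 nm.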
ALDH1A1 inh = qHTS Assay for Inhibitors of Aldehyde Dehydrogenase 1 (ALDH1A1); Aldehyde dehydrogenase 1A1 (Homo sapiens), P00352; Purified ALDH1A1, NADH fluorescence, propionaldehyde substrate; Potency, µM (highest dose often 75.3 µM), without a hit: at the highest dose activity, negative = inhibition, usual class: inhibitors; 220,000 tested, 7.3% active; active means well fitted inhibition curve with a large enough effect, not every such curve was filed as active; inconclusive means small, poorly fitted or top-dose-only effect, or another doubt; inactive means no such curve, though single readings can be large or run the other way;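 further: plate controls were no enzyme wells and a reference inhibitor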
L3MBTL1 block = qHTS Assay for the Inhibitors of L3MBTL1; AID 485360, 2010; Lethal(3)malignant brain tumor-like protein 1 (Homo sapiens), Q9Y468; AlphaScreen L3MBTL1–H3K9me1 peptide binding; Potency, µM (top dose mostly 57.1 µM), for the others: top-dose activity, negative = inhibition, usual class: inhibitors; 230,000 tested, 0.66% active; further: nearly all actives have a fitted effect of over 60% in size
Target sequence (Q9Y468 whole entry, looked up): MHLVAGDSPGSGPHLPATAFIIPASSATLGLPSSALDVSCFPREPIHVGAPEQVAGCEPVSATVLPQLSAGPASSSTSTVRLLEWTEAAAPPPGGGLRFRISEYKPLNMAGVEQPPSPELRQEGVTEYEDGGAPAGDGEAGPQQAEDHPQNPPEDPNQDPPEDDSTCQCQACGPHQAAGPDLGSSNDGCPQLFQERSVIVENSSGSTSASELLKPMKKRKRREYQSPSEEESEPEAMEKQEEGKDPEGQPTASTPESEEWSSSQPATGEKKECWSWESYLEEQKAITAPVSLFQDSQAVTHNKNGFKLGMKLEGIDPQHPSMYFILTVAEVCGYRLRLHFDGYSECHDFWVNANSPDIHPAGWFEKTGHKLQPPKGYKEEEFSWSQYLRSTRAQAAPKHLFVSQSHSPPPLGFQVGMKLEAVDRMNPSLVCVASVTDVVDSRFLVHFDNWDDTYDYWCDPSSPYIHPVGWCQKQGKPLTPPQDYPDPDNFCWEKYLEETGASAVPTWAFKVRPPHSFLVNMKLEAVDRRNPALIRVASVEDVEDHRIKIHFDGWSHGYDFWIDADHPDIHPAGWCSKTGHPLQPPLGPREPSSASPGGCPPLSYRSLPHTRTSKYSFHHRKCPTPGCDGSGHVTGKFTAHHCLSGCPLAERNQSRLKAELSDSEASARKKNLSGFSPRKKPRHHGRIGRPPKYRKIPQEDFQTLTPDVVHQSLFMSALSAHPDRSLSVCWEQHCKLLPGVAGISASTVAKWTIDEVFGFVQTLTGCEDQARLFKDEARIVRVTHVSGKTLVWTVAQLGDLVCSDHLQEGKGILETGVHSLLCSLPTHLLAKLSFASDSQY
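AlphaScreen assay: L3MBTL1 (50 nM final) was preincubated 30 min at room temperature with biotinylated H3(1-15)K9me1 peptide (75 nM final), then 30 min with library compounds; streptavidin donor and nickel chelate acceptor beads (10 ug/mL final) added, 30 min dark.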
GLA spleen mod = qHTS Assay for Inhibitors and Activators of Human alpha-Galactosidase From Spleen Homogenate; human spleen homogenate, 4MU-alpha-Gal fluorescence, 40 min; Potency, µM (series often up to 80 µM), inactives show at the highest dose activity change, negative = inhibition, most hits filed as inhibitors; 240,000 tested, 0.008% active;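 further: 0% = enzyme with vehicle and -100% = no enzyme basal signal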
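Human spleen homogenate (1 ug) as enzyme source, 4-methylumbelliferyl-alpha-D-galactopyranoside 1 mM final, citrate/phosphate pH 5.0 with 0.01% Tween-20. Compounds 40 min at 37C, NaOH/glycine stop; fluorescence Ex 365/Em 440, Hill-fit AC50.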
Tau ThT inhib = qHTS for Inhibitors of Tau Fibril Formation, Thioflavin T Binding; Microtubule-associated protein tau (Homo sapiens), P10636; AID 1460, 2008; 270,000 tested, 2.1% active; Potency, µM (top dose mostly 57.4 µM), inactives show at the highest dose activity, negative = inhibition, hits mostly inhibitors; recombinant tau K18 P301L, heparin-induced fibrillization, ThT fluorescence; further: nearly all actives have a fitted effect of over 55% in size
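Using a mix of unlabeled (15 uM) and Alexa 594-labeled (0.24 uM) tau K18 P301L, heparin-triggered fibrillization over 6 hr at 37 C was scored by ThT fluorescence.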
Tau fluor cs = Counterscreen qHTS for Inhibitors of Tau Fibril Formation, Fluorescence Polarization | Potency, µM (highest dose often 57.7 µM), inactives show at the highest dose activity change, negative = decrease | 280,000 tested, 0.93% active | tau K18 P301L (four-repeat tau fragment) Alexa594 fluorescence, heparin fibrillization; further: nearly all actives have a fitted effect of over 55% in size
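Human K18 P301L tau (15 uM unlabeled plus 0.24 uM Alexa 594-labeled, final) in 100 mM sodium acetate pH 7 was mixed with compound and 20 uM heparin and incubated 6 hr at 37 C.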
TRb-SRC2 inh = qHTS for Inhibitors of the Interaction of Thyroid Hormone Receptor and Steroid Receptor Coregulator 2. Thyroid hormone receptor beta (Homo sapiens), P10828. TRbeta-SRC2 peptide binding, fluorescence polarization; receptor liganded with 1 µM T3. Potency, µM (titrated, usually from 106 µM), for the others: top-dose activity change, negative = inhibition, most hits filed as inhibitors. 280,000 tested, 0.065% active. AID 1469, 2008;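 further: plate controls were bound peptide for no effect and peptide without receptor for full effect; nearly all actives have a fitted effect of over 50% in size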
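Binding of a 20-amino-acid Texas Red SRC2 peptide (20 nM) to TRb ligand-binding domain (0.6 uM) with agonist T3 at 1 uM was followed by fluorescence polarization after a 5 hr room-temperature incubation.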
Numbers without * were called inactive; ? = inconclusive; . = no result given; & = joins results of further samples; [ ] = dose if it differs, or a comment. Unless noted, the call rests on the fitted dose curve; in most records, active means well fitted curve in the direction sought with a large enough effect; inconclusive means small, poorly fitted or top-dose-only effect, or another doubt; inactive means no such curve, though single readings can be large; an effect the other way counts as inactive or inconclusive. Unless noted, on the % scale 0 is the no-effect control and ±100 the full control effect; potency means the concentration at half of the fitted maximal effect. Rows were taken by chance; about 8.5% have a hit in one of these screens.

SMILES | TexasRed fluor | Tau fibril FP | ALDH1A1 inh | L3MBTL1 block | GLA spleen mod | Tau ThT inhib | Tau fluor cs | TRb-SRC2 inh
O=C(COC(=O)c1ccccc1Oc1ccccc1)NC1CC1 | -1% | 0% | 8% | 5% | -4% | 1% | 0% | 0%
COc1ccccc1CNC(=O)C1CCN(S(=O)(=O)c2ccc3c(c2)OCCCO3)CC1 | -10% | 4% | -6% | 1% | 3% | 0% | -1% | -8%
CCCOc1ccc(C(=O)Nc2cc(-c3nn4c(C)nnc4s3)ccc2C)cc1 | 0% | -3% | -6% | -7% | 2% | 8% | 0% | 1%
O=C(c1ccco1)N1CCC(c2ccccc2)C1 (stereo unspecified) | 0% | 8% | -7% | 9% | -6% | -7% | 1% | 2%
S=C(Nc1ccc(Br)cc1)NC1CCCC1 | -3% | 3% | -3% | 1% | 0% | 5% | -6% | -1%
CC1(c2ccccc2)NC(=O)N(CC(=O)Nc2cccc(C#N)c2)C1=O (stereo unspecified) | 2% | -4% | ? | 1% | 13% | -3% | 2% | -13%
COc1ccc(C(=O)NCC(=O)OCC(=O)N2CCC(C)CC2)cc1OC | -5% | 2% | 3% | 1% | -9% | 5% | -1% | -6%
COc1ccccc1CNC(=O)C1CCN(S(=O)(=O)c2ccc3c(ccn3C)c2)CC1 | -1% | -2% | . | . | . | 0% | -12% | -10%
CCc1cccc(NC(=O)CCn2nc(C)cc2C)c1 | -4% | -2% | . | . | . | 0% | -3% | -7%
COc1ccc(N(C(=O)COc2ccccc2)C2C=CS(=O)(=O)C2)c(OC)c1 (stereo unspecified) | -3% | 0% | 5% | 0% | -9% | 0% | 2% | 4%
Oc1ccc(/C=C/c2nc(-c3ccccc3O)n(-c3ccccc3)n2)c(O)c1 | -7% | ? | . | . | . | ? | 5.6µM*[quencher] | 3%
COc1cnc(NS(=O)(=O)c2ccc(N)cc2)nc1 | -5% | 0%&-1% | 7% | 12% | 3% | -13%&7% | -10%&-3% | 6%
Cc1onc(-c2c(Cl)cccc2Cl)c1C(=O)Nc1ccc(N2CCOCC2)cc1 | 0% | 2% | . | -1% | 11% | -10% | -20% | -2%
COc1ccc(C(=O)N2CCN(S(=O)(=O)c3ccccc3)CC2)c(OC)c1 | 3% | -1% | 0% | -5%[11.4 µM] | -5% | -5% | 1% | 1%
O=C1C(C2=NC(c3ccccn3)C3C(=O)N(c4ccc(Cl)cc4Cl)C(=O)C23)=C(O)c2ccccc21 (stereo unspecified) | -2% | -10% | . | . | -7% | . | 20% | -2%
CCNC(=S)NNC(=O)c1nn(C)c(C)c1Cl | -2% | -3% | 8% | 9% | -1% | -2% | 2% | 2%
Cc1ccccc1NC(=O)/C(C#N)=C\c1cccnc1 | 2% | -1% | 4% | -2% | -8% | -16% | -3% | 1%
CCn1cc(CNC(=O)c2cc(-c3ccccc3OC)nc3ccccc23)c(C)n1 | 1% | -4% | -4% | 2% | 5% | -8% | -7% | 5%
COC(=O)c1ccccc1NC(=O)c1noc2c1CC(C(C)(C)C)CC2 (stereo unspecified) | -1% | -8% | 15% | -2%[11.4 µM] | -6% | -1% | -1% | -4%
COc1ccc(CNC(=O)CCc2c(C)c3cc4c(C)c(C)oc4cc3oc2=O)cc1 | -1% | -2% | . | . | . | -6% | 1% | -7%

Shown as comma-separated lines: part of the list above.
molecule,TexasRed fluor,Tau fibril FP,ALDH1A1 inh,L3MBTL1 block,GLA spleen mod,Tau ThT inhib,Tau fluor cs,TRb-SRC2 inh
Oc1ccc(/C=C/c2nc(-c3ccccc3O)n(-c3ccccc3)n2)c(O)c1,-7%,?,.,.,.,?,5.6µM*[quencher],3%
COc1cnc(NS(=O)(=O)c2ccc(N)cc2)nc1,-5%,0%&-1%,7%,12%,3%,-13%&7%,-10%&-3%,6%
Cc1onc(-c2c(Cl)cccc2Cl)c1C(=O)Nc1ccc(N2CCOCC2)cc1,0%,2%,.,-1%,11%,-10%,-20%,-2%
COc1ccc(C(=O)N2CCN(S(=O)(=O)c3ccccc3)CC2)c(OC)c1,3%,-1%,0%,-5%[11.4 µM],-5%,-5%,1%,1%
O=C1C(C2=NC(c3ccccn3)C3C(=O)N(c4ccc(Cl)cc4Cl)C(=O)C23)=C(O)c2ccccc21 (stereo unspecified),-2%,-10%,.,.,-7%,.,20%,-2%
CCNC(=S)NNC(=O)c1nn(C)c(C)c1Cl,-2%,-3%,8%,9%,-1%,-2%,2%,2%
Cc1ccccc1NC(=O)/C(C#N)=C\c1cccnc1,2%,-1%,4%,-2%,-8%,-16%,-3%,1%
CCn1cc(CNC(=O)c2cc(-c3ccccc3OC)nc3ccccc23)c(C)n1,1%,-4%,-4%,2%,5%,-8%,-7%,5%
COC(=O)c1ccccc1NC(=O)c1noc2c1CC(C(C)(C)C)CC2 (stereo unspecified),-1%,-8%,15%,-2%[11.4 µM],-6%,-1%,-1%,-4%
COc1ccc(CNC(=O)CCc2c(C)c3cc4c(C)c(C)oc4cc3oc2=O)cc1,-1%,-2%,.,.,.,-6%,1%,-7%

(cont.)
SMILES | TexasRed fluor | Tau fibril FP | ALDH1A1 inh | L3MBTL1 block | GLA spleen mod | Tau ThT inhib | Tau fluor cs | TRb-SRC2 inh
COC(=O)C1=C(c2ccccc2)c2ccccc2S(=O)(=O)N1CC(=O)Nc1ccccc1C(F)(F)F | -1% | 7% | . | . | . | -10% | -30% | 1%
COc1cc(S(=O)(=O)N2CCCCC2)ccc1NC(=O)c1ccccc1Cl | 1% | -2% | 2µM* | -11% | -22% | -3% | -24% | -7%
CCOC(=O)N1CCN(Cc2ccccn2)CC1 | 0% | 2% | ? | . | 6% | -6% | -1% | -5%
O=C(O)c1cc([N+](=O)[O-])ccc1NCCCc1ccccc1 | -5%&-3%&-5%&0%&-6% | 2%&2%&-2%&4%&2% | -12%&-3%&-8% | . | 10%&-2%&8%&-22%&-21% | 3.5µM* | -8%&-13%&-10%&-6%&-24% | 11%&-4%&1%&-2%&3%
CC1CCc2cc(F)ccc2N1C(=O)c1cc2nc(-c3ccco3)cc(C(F)(F)F)n2n1 (stereo unspecified) | 0% | 5% | ? | 7% | -9% | -18% | -8% | 3%
CCN(CC)c1cc2c(cc1F)c(=O)c(S(=O)(=O)c1ccccc1)cn2C | -2% | -2% | . | . | . | -7% | -11% | -5%
O=C(c1ccco1)N1CCN(c2ccc([N+](=O)[O-])cc2Cl)CC1 | -5% | -2% | . | . | 1% | ? | -15% | 2%
CCOC(=O)c1ccc(N2CCN(c3cccc(OC)c3)CC2)c(NC(=O)Nc2ccc(OCC)cc2)c1 | -1% | ? | . | . | . | -1% | -5% | -5%
C=C(C)COc1ccc(-c2[nH]ncc2Oc2ccccc2OCC)c(O)c1 | -2% | ? | 1.6µM* | -15% | 14% | ? | 4µM*[quencher] | 0%
O=C(Nc1ccc(-n2nncc2-c2ccco2)cc1)c1ccc(F)cc1 | -1% | ? | 13% | -7% | -7% | 0% | -24% | -3%
COc1ccc(-c2cc(C(=O)O)c3sc(N4CCCCC4)nc3n2)cc1OC | -8% | 13% | ? | 9% | ? | -12% | -5% | 13%
CCOC(=O)c1c(C)n(C)c2ccc(OC)c(NC(=O)CN3CCC4(CC3)OCCO4)c12 | 0% | -6% | 12% | 9% | 0% | -5% | -8% | 5%
Cc1cc(C)n2ncc(C(=O)Nc3cccc(O)c3)c2n1 | -2% | 3% | -12% | 11% | -10% | -7% | -7% | -9%
CCOc1ccc(N(CC)C(=O)c2cc3c(s2)-c2ccccc2OC3)cc1 | 3% | -1% | . | . | . | -18% | -15% | -8%
COc1ccc(C(=O)Nc2cc(C(=O)NCCc3ccccc3)ccc2Cl)cc1 | 3% | -13% | -7% | . | -1% | -12% | ? | -9%
COCCNC(=O)c1nc2c(nnn2Cc2cc(C)ccc2C)c(=O)[nH]1 | -1% | -1% | ? | 13% | 0% | 10% | 2% | 12%
CCCOc1ccccc1C(=O)N1CCCCC1CCN1CCOCC1 (stereo unspecified) | 1% | 0% | . | . | . | -6% | -1% | -4%
O=C(NCc1ccc(Cl)cc1Cl)C1CC(=O)N(Cc2ccccc2)C1 (stereo unspecified) | 0% | 5% | 0% | 2% | -7% | 8% | -2% | -5%
Cc1cc(C)nc(N2C(=O)CC(C(C)c3ccccc3)C2=O)n1 (stereo unspecified) | -6% | 0% | 8% | -14%[11.4 µM] | 3% | -12% | -4% | 2%
COc1cc(C(=O)N2CCC(c3ccncc3)CC2)cc(OC)c1OC | 0% | -7% | . | . | . | 6% | 6% | -5%
CCOC(=O)N1C2=NC(C(=O)OC)=C(C(=O)OC)[C@@H]3Nc4ccccc4[C@]23C[C@H]1C(=O)OC | 1%[11.2 µM] | ? | 1%[13.5 µM] | . | 9%[17.5 µM] | -8%[11.5 µM] | -12%[11.6 µM] | 5%[11.2 µM]
COc1ccc(C(=O)/C=C2\NCC3c4ccccc4CCN3C2=O)cc1 (stereo unspecified) | 0% | -15% | 7.9µM* | -9% | 13% | ? | -12% | -21%
Cc1ccc(-c2noc(CN3CCN(C(c4ccccc4)c4ccccc4)CC3)n2)cc1 | -4% | 0% | -5% | -8% | 0% | -1% | -7% | 1%
CCOCCOc1nc2c(c(=O)n(C)c(=O)n2C)n1Cc1ccc(C)cc1 | -6% | -2% | 0% | 34%[activator] | 6% | -1% | 0% | 4%

Screens: PubChem, National Center for Advancing Translational Sciences (NCATS)
